TbMetRS inhib: blocks T. brucei methionyl-tRNA synthetase activity; purified T. brucei MetRS, ATP depletion, Kinase-Glo luminescence; inhibition, % at 11.9 µM; AID 624268; 360,000 compounds, 0.4% hits;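 active = inhibition above a per-plate cutoff of the control wells' mean inhibition plus 3 SD, cut at about 5.5% in these data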;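 also: 0% = DMSO wells median and 100% = median of wells with control inhibitor compound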
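Dosing: 11.9 µM single point; system: parasite MetRS enzyme; technique: luminescence of leftover ATP; times: 15 min enzyme-compound preincubation, 2 h reaction, 10 min detection, 25 °C; replicates: each compound tested once; read-out basis: percent inhibition relative to median high and low control wells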
LMPTP inh: blocks human LMPTP phosphatase | P24666 | recombinant LMPTP-A, OMFP fluorogenic substrate, fluorescence intensity | inhibition, % at 20 µM | 360,000 compounds, 0.22% hits;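 active = compounds that cut the enzyme signal by at least half of the control window in the single-dose screen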;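 also: plate controls were DMSO wells with enzyme plus substrate for no effect and substrate without enzyme for full effect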
Target sequence (P24666 whole entry, looked up): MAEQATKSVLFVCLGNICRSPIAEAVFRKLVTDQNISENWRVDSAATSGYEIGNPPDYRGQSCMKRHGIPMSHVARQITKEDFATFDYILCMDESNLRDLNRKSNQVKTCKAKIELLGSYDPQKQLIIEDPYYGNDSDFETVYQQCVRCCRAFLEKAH
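Test system – LMPTP-A phosphatase enzyme · Quantity – 0.625 nM LMPTP-A final · Reagent – OMFP substrate, 400 µM final · Dosing – one test concentration per compound, 20 µM, with 3% DMSO overall · Timing – 50 min enzyme reaction at room temperature, protected from light · Detection – fluorescence intensity · Controls – substrate-only low control, DMSO enzyme-plus-substrate high control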
MsrA inh: inhibitors of bovine MsrA | inhibition, % at 15.5 µM | purified bovine MsrA, absorbance read-out | 360,000 compounds, 0.75% hits; in the data active = inhibition above about 4.5%;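 also: 0% = vehicle wells with enzyme and 100% = reference inhibitor wells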
NadD inh: NadD (S. aureus) enzyme inhibition; AID 602399; inhibition, % at 20 µM; purified NadD enzyme, colorimetric absorbance read-out; 360,000 compounds, 0.78% hits; in the data active = inhibition above about 26%; also: some compounds past the cut are filed as inactive
Scp-1 inhibitor: blocks human Scp-1 phosphatase activity; Recombinant Scp1, phosphopeptide, malachite green phosphate absorbance; inhibition, % at 20 µM; AID 493091; Q9GZU7; 340,000 compounds, 0.88% hits;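 active = inhibition above about 50% at 20 µM, limit read from the data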;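 also: plate controls were DMSO wells with enzyme for no effect and wells lacking enzyme for full effect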
Target sequence (Q9GZU7 76-261 limits assumed): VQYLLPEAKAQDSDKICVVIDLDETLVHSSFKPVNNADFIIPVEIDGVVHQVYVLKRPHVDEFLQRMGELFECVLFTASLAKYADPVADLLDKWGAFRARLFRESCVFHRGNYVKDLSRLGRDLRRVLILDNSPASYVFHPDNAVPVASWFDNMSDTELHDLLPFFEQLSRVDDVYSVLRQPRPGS
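Assay system: SCP-1 catalytic fragment, aa 76-261 | Buffer or medium: Tris acetate buffer pH 5.5 with MgCl2 and Tween-20 | Compound: One concentration, 20 µM, with 1.0% DMSO | Also added: Phospho 17-mer peptide substrate | Signal: Absorbance at 630 nm | Incubation: 45 min enzyme reaction at room temperature | Measure: % inhibition of SCP-1 phosphate liberation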
STEP inh: STEP (human) phosphatase inhibition; 360,000 compounds, 0.25% hits; P54829; AID 588621; recombinant STEP, OMFP fluorogenic substrate, fluorescence; inhibition, % at 20 µM;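 active = inhibition at 20 µM, scaled per plate between control wells, above about 37%, limit read from the data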;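 also: 0% = DMSO with enzyme and substrate and 100% = substrate only without enzyme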
Target sequence (P54829 whole entry, looked up): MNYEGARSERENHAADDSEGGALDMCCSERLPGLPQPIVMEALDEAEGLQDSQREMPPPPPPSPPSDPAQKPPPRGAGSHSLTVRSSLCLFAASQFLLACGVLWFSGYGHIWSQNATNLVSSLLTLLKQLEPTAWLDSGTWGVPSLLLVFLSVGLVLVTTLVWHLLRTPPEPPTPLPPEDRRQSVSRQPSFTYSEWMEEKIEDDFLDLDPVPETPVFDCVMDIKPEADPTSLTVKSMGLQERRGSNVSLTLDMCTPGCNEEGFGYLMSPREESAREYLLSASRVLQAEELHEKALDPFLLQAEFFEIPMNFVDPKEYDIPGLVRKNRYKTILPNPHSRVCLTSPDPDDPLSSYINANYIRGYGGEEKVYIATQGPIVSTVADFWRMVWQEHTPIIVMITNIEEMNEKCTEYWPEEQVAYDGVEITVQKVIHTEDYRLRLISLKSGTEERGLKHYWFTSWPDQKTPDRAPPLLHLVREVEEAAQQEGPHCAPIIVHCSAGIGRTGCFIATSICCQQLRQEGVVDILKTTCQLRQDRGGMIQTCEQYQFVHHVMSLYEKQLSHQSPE
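Test system: STEP tyrosine phosphatase / Reagent: OMFP at 25 µM / Doses: 20 µM, 1% DMSO / Read-out: percent inhibition scaled to no-enzyme and uninhibited-enzyme controls, plate-pattern corrected / Detection: FITC-channel fluorescence of OMFP product / Medium: Bis-Tris buffer pH 6.0, 2.5 mM DTT, 0.005% Tween 20 / Schedule: 20 min at room temperature, dark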
SUMO1-SIM PPI: modulators of human SUMO1-mediated protein-protein interactions; P63165; SUMO1 binding to a labelled peptide, TR-FRET, 1 h; inhibition, % at 20 µM; 360,000 compounds, 0.33% hits; AID 602429; in the data active = inhibition above about 37%
Target sequence (P63165 whole entry, looked up): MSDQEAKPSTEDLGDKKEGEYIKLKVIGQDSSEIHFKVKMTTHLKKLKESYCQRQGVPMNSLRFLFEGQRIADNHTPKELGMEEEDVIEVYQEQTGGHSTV
DNMT1 inh: inhibitors of human DNMT1; P26358; DNMT1 molecular beacon, Hinp1I cleavage, fluorescence; inhibition (reported as % activation of signal), % at 10 µM; 360,000 compounds, 0.83% hits; AID 588458; in the data active = inhibition above about 50%
Rpn11 block: inhibitors of human proteasome Rpn11. human 26S proteasome, Ub4-pepOG fluorescence polarization; 20S core pre-blocked with epoxomicin. 360,000 compounds, 0.59% hits. O00487. AID 588493. calls only at 20 µM;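 active = inhibition at 20 µM, scaled to each plate's controls, above about 33%, limit read from the data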
CSN deneddyl inh: inhibitors of human CSN-mediated cullin deneddylation; inhibition, % at 12.5 µM; Q92905; Purified CSN, SCF-Nedd8-OG deneddylation, fluorescence polarization; 360,000 compounds, 0.38% hits;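 active = pattern-corrected inhibition above about 35%, with an unprinted fluorescence ratio check between 0.5 and 1.5, limit read from the data, passing the limit was not always enough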;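 also: 0% = enzyme with substrate and 100% = substrate without enzyme; some results filed as inactive read as strong as hits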
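Assay system: HEK293T-derived human Csn5 enzyme; quantity: 0.24 nM enzyme; medium: Tris/NaCl/DTT buffer, pH 7.5; also added: substrate SCFSkp2-Nedd8OG, 10 nM; doses: 12.5 µM compound; schedule: 90 min reaction at room temperature; signal: FP; read-out: % inhibition of substrate cleavage by Csn5; benchmarks: substrate-only high control, full reaction low control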
* marks the source's active call; other numbers are inactive results; i = inactive; . = no result given. These rows are one share of the data; rates above refer to the full screens.

SMILES	TbMetRS inhib	LMPTP inh	MsrA inh	NadD inh	Scp-1 inhibitor	STEP inh	SUMO1-SIM PPI	DNMT1 inh	Rpn11 block	CSN deneddyl inh
CN(C)/C=C1/C(=O)NC(=O)N(CCNc2ncc(C(F)(F)F)cc2Cl)C1=O	-0.2	0.7	0.2	3.4	1.4	1.0	2.6	-4.5	i	9.1
CCN1C(=O)C(=C2C=C(C)N(Cc3ccco3)C(C)=C2)C(=O)N(CC)C1=S	-1.6	1.0	3.5	-2.7	-15.2	1.1	1.6	-2.0	i	2.2
O=C(Cc1ccccc1)NC(Cc1ccc(Cl)cc1)C(=O)O (stereo not drawn)	-0.5	-1.6	0.9	-1.3	-15.5	-3.1	1.2	3.1	i	3.1
Fc1ccc(Cn2nnnc2CN2CCC(n3nnc4cc(C(F)(F)F)ccc43)CC2)cc1	-0.3	2.5	-0.1	1.2	0.2	-0.2	7.6	2.4	i	-5.5
COc1ccc(-n2c(O)c(C(C)=NCCc3c[nH]c4ccccc34)c(=O)[nH]c2=O)cc1	-0.3	-0.4	-0.8	4.6	-7.0	0.4	0.0	-4.6	i	-4.6
Cc1cc(=O)oc2cc(OCC(=O)N3CCC(C(=O)O)(c4ccccc4)CC3)ccc12	0.7	-1.1	3.1	2.1	-1.3	-2.6	7.9	-0.2	i	2.7
O=C1NC(=O)C(=Cc2cc(Cl)ccc2OCc2ccc(C(=O)O)cc2)C(=O)N1	5.3	0.5	-0.4	-6.1	4.1	-0.9	14.2	-0.3	i	-3.9
CN1c2ccc([N+](=O)[O-])cc2CC2(C(=O)NC(=O)N(c3ccccc3)C2=O)C1c1ccccc1 (stereo not drawn)	0.1	0.0	-0.8	7.8	-7.1	11.3	-10.6	1.3	i	-7.4
O=c1c2cc(Br)ccc2[nH]c(=S)n1-c1ccccc1	-0.2	0.3	-0.1	1.9	-3.5	-0.1	-1.1	0.1	i	0.0
CC(C)(C)C(=O)N1Cc2cc(-c3cccc(F)c3)ccc2-n2nncc2C1	-0.3	0.5	2.2	-10.9	.	-0.3	8.1	9.3	i	1.8
Cc1cccc(CN2CCCN(Cc3ccc(Cl)cc3)S2(=O)=O)c1	-0.8	3.2	-1.1	-6.1	27.8	1.0	3.9	0.7	i	2.5
OCCCCO	-0.6	0.0	-0.6	-2.7	-6.3	2.8	-1.1	-1.2	i	0.2
Oc1c(Br)cc(-c2ccccc2)cc1Br	0.0	-6.7	0.7	1.0	-7.7	-1.0	20.3	7.0	i	4.9
Cc1cccc(NC(=O)N2CC3CC(C2)c2cccc(=O)n2C3)c1 (stereo not drawn)	-0.2	-0.7	-1.0	-1.2	1.0	-1.2	4.3	-1.4	i	0.5
CC(C(=O)N1CCC2(CC1)OCCO2)C1Sc2ccccc2NC1=O (stereo not drawn)	0.2	-1.6	-0.2	10.3	-1.6	0.4	3.1	-0.9	i	3.9
C1CCC2S[C@H]3CCCCC3NC2C1 (stereo partly drawn)	0.2	-0.9	-0.5	-2.9	0.1	-2.6	4.4	2.5	i	-2.0
CN(C)C=C1C(=O)N(C2CCCCC2)C(=O)N(C2CCCCC2)C1=O	-0.3	-0.2	0.2	-0.9	-9.6	-2.1	4.8	3.8	i	5.7
CC(=O)c1cccc(OCC(=O)N2CCN(CC(=O)Nc3cccc(F)c3)CC2)c1	-0.7	-0.9	-1.8	-4.5	-1.1	-3.2	-0.1	-1.8	i	-4.4
COC(=O)C1=C(c2ccc(OC)c(OC)c2)C[C@@H]2CC[C@H]1N2C(=O)NCc1cc(C)oc1C(F)(F)F	0.2	0.1	0.0	2.4	-3.5	6.1	-0.5	-1.1	i	0.0
COc1ccc(-n2nnnc2C(CCc2ccccc2)N2CCC(n3c(=O)[nH]c4ccccc43)CC2)cc1 (stereo not drawn)	-0.8	4.4	-0.3	17.5	.	4.1	0.3	-17.9	i	1.0
Nc1cc(Cl)cc(C(=O)O)c1Cl	-0.4	-1.7	0.2	0.4	-3.3	-3.3	3.5	-2.4	i	0.0
CC(=O)c1cn(CCCOc2ccccc2)c2ccccc12	0.4	2.0	0.7	-7.7	-14.3	4.1	1.6	-2.2	i	4.2
COCC(C)OC(=O)c1c(N)n(Cc2ccco2)c2nc3ccccc3nc12 (stereo not drawn)	-1.1	1.3	0.1	3.0	-11.2	-1.1	10.7	-9.1	i	4.2
O=C(Cc1ccccc1)N1CCN(C/C=C/c2ccccc2)CC1	-0.5	-0.5	-1.0	-2.7	-0.3	-2.0	-2.7	-4.1	i	0.2
O=c1[nH]c(=O)n(-c2cccc(Cl)c2)c(O)c1C=NCCN1CCCCC1	-0.5	-5.6	-0.4	-1.1	-10.7	-1.9	-1.1	-0.1	i	-5.6

(more compounds)
SMILES	TbMetRS inhib	LMPTP inh	MsrA inh	NadD inh	Scp-1 inhibitor	STEP inh	SUMO1-SIM PPI	DNMT1 inh	Rpn11 block	CSN deneddyl inh
COc1ccc(-n2c(O)c(C=NCc3ccc4c(c3)OCO4)c(=O)[nH]c2=O)cc1	-0.4	0.0	0.8	-1.7	-7.8	-1.9	1.2	-1.0	i	-1.8
COCCCn1c(-c2ccc(OC)cc2)cc(C(=O)NC2CCCCCCC2)c1C	-0.5	7.3	0.2	2.6	-5.1	6.6	1.8	-9.0	i	-0.8
COc1ccc(N2C(=O)CC(N3CC=C(c4ccccc4)CC3)C2=O)cc1 (stereo not drawn)	0.3	0.9	-0.2	11.7	-11.7	-0.1	-11.6	-4.6	i	-7.8
CC1CN=C(Nc2ccc(N(C)C)cc2)S1 (stereo not drawn)	0.2	0.2	0.7	-3.8	-6.3	0.2	-2.3	-2.7	i	1.0
C[N+]1(C)C2CCC1CC(OC(=O)C(CO)c1ccccc1)C2 (stereo not drawn)	-0.4	-1.4	1.4	13.0	10.2	-3.1	1.4	-1.7	i	2.2
CC(C)COC(=O)c1ccccc1C(=O)OCC(C)C	-2.5	1.5	0.2	-9.5	-10.0	1.0	2.6	-3.3	i	3.7
CN1C(=O)NC(=O)[C@]2(Cc3ccccc3N3CCN(c4ccccc4)CC32)C1=O (stereo partly drawn)	-0.5	-0.7	0.6	3.8	-4.4	1.5	19.0	-3.3	i	-0.2
CC(C)C12CN3CCN(CC(C3)C1O)C2 (stereo not drawn)	-0.8	-2.1	-1.7	-7.4	-2.8	-2.3	-0.7	7.8	i	-1.0
CCOc1cc2c(cc1OCC)-n1cccc1C(c1ccc(C)cc1C)NC2 (stereo not drawn)	-0.8	-0.8	-0.6	-7.9	-9.1	1.1	-1.4	-4.4	i	-2.5
CCOC(=O)Cn1cc([N+](=O)[O-])nc1[N+](=O)[O-]	0.5	-3.4	1.5	-2.4	1.1	-1.4	-24.2	2.8	i	1.3
CCc1cc2c(s1)NC(=O)CN=C2c1cccs1	-0.9	-0.4	0.0	-4.5	-12.1	1.5	-4.1	-1.2	i	2.4
COC1=C(OC)[C@]23CCc4ccc(OC)c(OC)c4[C@]2(CCN3C)CC1=O	-0.5	1.0	-0.5	2.6	1.6	-1.5	2.3	3.4	i	-4.1
c1ccc2[nH]c(CCNC3CCCCC3)nc2c1	0.5	-2.4	0.2	-0.4	-2.5	-1.3	-0.9	-1.8	i	2.2
CCOC(=O)c1c(C=O)c2ccccc2n1Cc1ccccc1F	-0.1	0.3	4.6*	0.1	-10.0	1.8	1.2	-0.5	i	0.9
CCC(=O)O[C@@H]1[C@@H](OC(C)=O)[C@@]2(O)C(C[C@H](O)C2(C)C)[C@](C)(O)[C@H]2CC[C@@H]3[C@@H](O)[C@]12C[C@@]3(C)O (stereo partly drawn)	-0.1	-0.6	-0.7	-2.6	-3.8	0.0	-0.6	2.2	i	-3.4
N[C@@H](CCl)C(=O)O	-0.4	0.2	-0.2	1.0	-6.3	-3.4	6.9	-0.5	i	0.0
N#CCCn1cc(C(=O)NCc2ccccc2)c(-c2ccccc2)n1	-0.8	-1.6	-0.5	-3.1	2.2	1.6	0.1	0.6	i	-4.9
CCOC(=O)C1C2NC(=O)N(Cc3ccccc3)C1(C)Oc1c(OC)cccc12 (stereo not drawn)	-1.3	-0.8	1.6	-5.2	0.8	-2.6	-4.2	2.6	i	-1.1
CCC1(CCC(C)C)C(=O)NC(=S)NC1=O	-0.3	-1.4	0.4	4.7	3.3	-2.0	-0.2	3.5	i	-2.1
CC(=O)c1cn(Cc2ccccc2F)c2ccccc12	0.6	0.8	-1.0	3.8	-1.9	-1.7	-2.2	2.8	i	1.1
Cc1ccc(N(C)C(=O)Oc2cccc3cccnc23)cc1	-0.3	-1.4	-0.6	-3.5	-4.9	0.8	-2.9	-1.6	i	-0.2
COc1ccc(OC)c(-n2c(O)c(C=NCCN3CCNCC3)c(=O)[nH]c2=S)c1	-1.2	-4.1	1.2	-5.7	-9.7	-1.8	0.4	1.1	i	0.1
Cc1cc(OCC(=O)NC(Cc2ccc(Cl)cc2)C(=O)O)c2c3c(c(=O)oc2c1)CCCC3 (stereo not drawn)	-1.7	0.9	0.4	-0.5	1.4	-1.9	14.7	0.7	i	4.1
Cc1nn(CC(C)C)c(Cl)c1C(=O)NC1CCCCC1	-0.1	-0.6	-1.0	-1.3	-0.8	-2.7	3.1	1.9	i	2.2
Cc1ccc(CN(Cc2ccccc2)C(=S)NCC(=O)N2CCC3(CC2)OCCO3)o1	-0.6	0.1	-1.4	-4.3	-5.2	3.9	4.0	-0.4	i	1.7
COc1cccc(C(=O)N2C[C@H]3C[C@@H](C2)c2cccc(=O)n2C3)c1	0.3	-1.8	-0.9	-0.8	1.4	1.1	-0.4	0.9	i	-4.3
Cc1cccc(CN2CCN(c3ccc(Cl)cc3)CC2)c1	-0.1	-0.1	1.2	-4.6	-6.0	-1.0	-2.2	7.9	i	-0.6
COc1ccc(-c2ccc3c(c2)CN(C(=O)C(C)(C)C)Cc2cnnn2-3)cc1	-1.3	-0.1	1.8	-7.5	.	5.5	5.4	4.2	i	3.6
c1ccc2sc(C3CCCNC3)nc2c1 (stereo not drawn)	0.3	-3.3	-0.3	-3.0	-0.4	-3.0	-2.7	2.3	i	1.7

From PubChem BioAssay
